Screening data from PubChem BioAssay.
PLK1 PBD inh: PLK1 (human) polo-box domain binding inhibition. Plk1 PBD binding of FITC phosphopeptide, fluorescence polarization. Potency, µM, inactives show max response, negative = inhibition, actives largely listed as inhibitors. 2.8% of 360,000 active; also: potency is read from the fitted curve at half-maximal effect; series mostly up to about 57 µM; % is scaled to controls: 0 for no effect and ±100 for the full control effect; nearly all actives have a fitted effect of over 65% in size
Target sequence (P53350 whole entry, looked up, the tested form may be a part): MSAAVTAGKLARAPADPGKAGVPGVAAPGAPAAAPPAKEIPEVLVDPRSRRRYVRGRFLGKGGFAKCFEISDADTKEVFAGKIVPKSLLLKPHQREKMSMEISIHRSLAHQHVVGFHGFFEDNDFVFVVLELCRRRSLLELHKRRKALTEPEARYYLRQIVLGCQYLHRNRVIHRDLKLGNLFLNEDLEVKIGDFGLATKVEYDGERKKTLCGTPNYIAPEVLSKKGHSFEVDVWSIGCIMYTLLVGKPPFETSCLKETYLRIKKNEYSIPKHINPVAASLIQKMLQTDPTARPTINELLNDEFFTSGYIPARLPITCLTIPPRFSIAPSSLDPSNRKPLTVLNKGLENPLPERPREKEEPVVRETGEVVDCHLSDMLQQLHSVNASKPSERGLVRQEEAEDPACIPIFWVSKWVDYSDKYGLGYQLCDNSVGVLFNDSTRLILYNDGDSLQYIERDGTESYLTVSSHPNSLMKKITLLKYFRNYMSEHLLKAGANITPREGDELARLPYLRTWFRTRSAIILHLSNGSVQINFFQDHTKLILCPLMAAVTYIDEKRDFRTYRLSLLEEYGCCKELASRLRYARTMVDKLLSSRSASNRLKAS
EPAC1 antagonist: EPAC1 (human) antagonism. EPAC1 GEF assay, Rap1b-BODIPY-GDP exchange fluorescence. AID 720709. Potency, µM (top dose mostly 115 µM), for the others: at the highest dose activity change, negative = inhibition, usual class: inhibitors. 0.14% of 360,000 active. O95398;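 also: potency is read from the fitted curve at half-maximal effect; plate controls were vehicle for no effect and positive control for full effect; nearly all actives have a fitted effect of over 50% in size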
Abeta rescue: restores growth of yeast expressing A-beta42 peptide | Potency, µM (series often up to 46.1 µM), for the others: at the highest dose growth rescue, hits mostly activators | 0.063% of 410,000 active | yeast expressing A-beta42, growth rescue, OD600, 48 h; response scale: 0% DMSO, 100% iron-clioquinol control | AID 1347071; also: potency is read from the fitted curve at half-maximal effect; nearly all actives have a fitted effect of over 55% in size
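Growth rescue measured by 600 nm absorbance after 48 h yeast culture at 30 C with compound. Values normalized between DMSO and an equimolar ferric chloride plus clioquinol control.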
IL2 activator: activates IL-2 in a cell-based reporter assay; IL-2 activation reporter assay, cell-based qHTS; stimulated with anti-CD3/CD4/CD28 beads; in transgenic mouse T cells; activation, % (series mostly up to about 46 µM); 0.065% of 360,000 active; AID 652025; in the data active = activation above about 50%; inconclusive = mostly about 30% to 49%; also: 0% is about no effect
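Readout is EGFP and DsRed signal by fluorescent plate cytometry after 18 h at 37 degrees C. Transgenic mouse T cells (750/well) received compound for 60 min before bead stimulation (anti-CD3, anti-CD4, anti-CD28); memory T cells served as non-tolerant control.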
WRN inhibitor: WRN helicase (human) inhibition. WRN helicase unwinding, fluorescent forked duplex, kinetic. Potency, µM (titrated, usually from 114 µM), for the others: at the top dose activity change, negative = inhibition, usual class: inhibitors. 0.46% of 360,000 active. Q14191; also: potency is read from the fitted curve at half-maximal effect; % is scaled to controls: 0 for no effect and ±100 for the full control effect; nearly all actives have a fitted effect of over 55% in size
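Kinetic red-fluorescence monitoring (525/598 nm) tracks WRN helicase activity after 100 nM fluorophore-quencher forked duplex and 2 mM ATP are added to 20 nM enzyme pretreated 15 min at room temperature with compound.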
EPAC1 agonist: activates human EPAC1 exchange factor | O95398 | EPAC1 agonist qHTS, biochemical assay; response scale: 100% = response to 6.5 mM cAMP | Potency, µM (doses to about 154 µM), for inactives: top-dose activation, actives largely listed as activators | 0.073% of 360,000 active | AID 720707; also: potency is read from the fitted curve at half-maximal effect; nearly all actives have a fitted effect of over 60% in size
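Normalized to 6.5 mM cAMP, activity reflects EPAC1-catalysed release of BODIPY-GDP from Rap1B, followed kinetically over 30 min at 480 nm excitation, 540 nm emission. Reaction contained 100 nM EPAC1, 250 nM Rap1B-BODIPY-GDP, 50 uM GDP.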
aSyn yeast inh: rescues yeast growth from alpha-synuclein toxicity | Potency, µM (top dose mostly 46.1 µM), inactives show top-dose growth rescue (activation), actives largely listed as activators | AID 652106 | Yeast expressing alpha-synuclein, growth rescue, BacTiter-Glo, 24 h | 0.14% of 370,000 active; also: potency is read from the fitted curve at half-maximal effect; % of control where 0% means no effect; nearly all actives have a fitted effect of over 65% in size
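Readout is rescue of growth in alpha-synuclein-expressing yeast, so inhibitors of toxicity appear as activators. Growth after 24 hr at 30 deg C in galactose medium is quantified by luminescence.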
PI5P4Ka inh: blocks human PI5P4K alpha kinase activity. P48426. PI5P4Kalpha enzyme, ADP-Glo luminescence, 60 min; stronger effect = lower value. max response, %. 1.2% of 330,000 active. AID 652105; active = max response of -50% or lower; inconclusive = between -30% and -50%; inactive = -30% or higher; also: value at the top dose of about 77 µM; % is scaled to controls: 0 for no effect and ±100 for the full control effect
Target sequence (P48426 whole entry, looked up): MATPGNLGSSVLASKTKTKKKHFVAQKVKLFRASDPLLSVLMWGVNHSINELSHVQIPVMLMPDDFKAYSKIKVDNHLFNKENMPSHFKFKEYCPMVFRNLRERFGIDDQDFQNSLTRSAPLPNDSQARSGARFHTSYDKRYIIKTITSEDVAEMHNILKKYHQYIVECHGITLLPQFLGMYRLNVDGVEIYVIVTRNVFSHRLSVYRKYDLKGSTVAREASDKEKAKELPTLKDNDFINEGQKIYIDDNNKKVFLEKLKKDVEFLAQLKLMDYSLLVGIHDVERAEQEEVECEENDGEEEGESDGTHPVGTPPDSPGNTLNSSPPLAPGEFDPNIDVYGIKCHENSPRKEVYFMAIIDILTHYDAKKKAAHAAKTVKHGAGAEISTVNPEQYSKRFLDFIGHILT
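ADP-Glo luminescence end-point read after a 60 min room-temperature kinase reaction of PI5P4Kalpha plus substrate, initiated with ATP at 5 microM final. Buffer: 0.038 M HEPES pH 7.4, EGTA, 0.1% CHAPS, 5% DMSO.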
FUS suppressor: suppressors of FUS proteinopathy in yeast | S. cerevisiae FUS-expressing, growth rescue, OD600, 24 h | Potency, µM (series often up to 76.6 µM), for the others: at the highest dose growth rescue (activation), hits mostly activators | 0.24% of 390,000 active;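 also: potency is read from the fitted curve at half-maximal effect; plate controls were DMSO vehicle for no effect and reference control for full effect; nearly all actives have a fitted effect of over 55% in size; some results filed as inactive show a strong effect at the top dose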
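S. cerevisiae expressing FUS from galactose induction served as the toxicity model. Growth after 24hr at 30C, read as absorbance at 600 nm, indicates suppression of toxicity; compounds dosed at several concentrations.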
* = called active by the depositor; ? = inconclusive; . = no result given; & = joins results of further samples; [ ] = dose if it differs, or a comment. Unless noted, calls follow the shape of the dose curve; as a rule, active = well fitted curve in the direction sought with a large enough effect; inconclusive = small, poorly fitted or top-dose-only effect, or another doubt; inactive = no such curve, though single readings can be large; an effect the other way counts as inactive or inconclusive. Not a hit list; about 4.1% have a hit in one of these screens.

The opening 3 entries as a preview:
SMILES	PLK1 PBD inh	EPAC1 antagonist	Abeta rescue	IL2 activator	WRN inhibitor	EPAC1 agonist	aSyn yeast inh	PI5P4Ka inh	FUS suppressor
CCN1CCSc2ccc(C(=O)Nc3ccc(NC(C)=O)cc3)cc21	-16%	-17%	-7%	0.5	-4%	6%	-3%	1	-2%
CC(=O)Nc1nnc(SCC(=O)NC(C)(C)C)s1	-1%	9%	10%	-1.4	0%	-6%	-1%	.	-15%
CC(=O)Nc1ccc(NC(=O)CSc2nnc(CNc3ccc(F)cc3)n2CC2CCCO2)cc1 (stereo unspecified)	?	2%	-4%	-0.5	-3%	-5%	0%	1	7%

Main list, repeating the preview:
SMILES	PLK1 PBD inh	EPAC1 antagonist	Abeta rescue	IL2 activator	WRN inhibitor	EPAC1 agonist	aSyn yeast inh	PI5P4Ka inh	FUS suppressor
CCN1CCSc2ccc(C(=O)Nc3ccc(NC(C)=O)cc3)cc21	-16%	-17%	-7%	0.5	-4%	6%	-3%	1	-2%
CC(=O)Nc1nnc(SCC(=O)NC(C)(C)C)s1	-1%	9%	10%	-1.4	0%	-6%	-1%	.	-15%
CC(=O)Nc1ccc(NC(=O)CSc2nnc(CNc3ccc(F)cc3)n2CC2CCCO2)cc1 (stereo unspecified)	?	2%	-4%	-0.5	-3%	-5%	0%	1	7%
CC(C)N(C(=O)CSc1nnc(Cc2ccc3c(c2)OCO3)n1C)C(C)C	1%	-2%	1%	-1.6	-11%	-2%	0%	1	-15%
CC(Sc1ncnc2c1cnn2-c1ccccc1)C(=O)Nc1ccc(N2CCOCC2)cc1 (stereo unspecified)	-6%	11%	4%	0.6	-4%	4%	-8%[1.84 µM]	7	-1%
Nc1ncnc2c1ncn2C1CCCO1 (stereo unspecified)	1%	6%	11%	0.6	4%	-27%	-13%&9%	-1	-17%
Cc1cc(C)n(-c2ccc(NC(=O)C3CCCCN3C(=O)c3cccs3)cc2)n1 (stereo unspecified)	-7%	-3%	10%	-2.5	1%	-22%	11%	-2	-2%
OC1CCN(Cc2cn(Cc3ccccc3)nc2-c2cc3ccccc3o2)CC1	-8%	-25%	-9%	2.5	8%	-16%	1%	-5	15%
O=C(O)c1ccn(COc2ccc(Br)cc2)n1	?	5%	-14%	1.7	6%	6%	-4%	-18	-8%
CCOc1ccc(CCNC(=O)C2CC(=O)N(C3CCCC3)C2)cc1OCC (stereo unspecified)	-1%	7%	0%	-2.7	0%	0%	0%	.	4%
Cc1onc(-c2ccccc2)c1C(=O)N1CCN(c2ncccn2)CC1	-9%	-2%	9%	1.8	0%	0%	21%	-1	8%
CCN(CC)S(=O)(=O)c1ccc(Cl)c(C(=O)Nc2nncs2)c1	-5%	-13%	13%	-0.2	1%	3%	4%	6	-3%
O=C1NC[C@@H](CCCCN2C[C@H](Cc3ccc(O)cc3)N(CC3CCCCC3)C(=O)C2=O)N(CC2CCCCC2)C1=O	-4%	0%	-14%	0.0	3%	-20%	-12%	-3	30%
CCOC(=O)c1c(C)[nH]c(C)c1C(=O)CSc1nc2ccccc2n1CCC#N	-3%	9%	9%	-0.3	2%	-1%	0%	0	.
CC(C(=O)Nc1ccc(C(N)=O)cc1)N1C(=O)c2ccccc2S1(=O)=O (stereo unspecified)	-4%	-11%	4%	1.4	-12%	0%	1%	0	8%
O=C(NCc1ccccc1)NCc1cccs1	1%	-14%	9%	0.2	-4%	4%	-4%	1	13%
O=C(Nc1ccc(Br)cc1)c1cc(-c2ccc3c(c2)OCO3)on1	-3%	2%	4%	-2.9	0%	6%	-3%	11	6%
N#CCCN1CCN(C2=NC(=O)/C(=C\c3cccs3)S2)CC1	-12%	19%	-6%	-5.3	3%	-6%	-3%	4	-16%
CCC(NC(=O)CC[C@H]1O[C@@H](n2cc(C)c(=O)[nH]c2=O)C[C@@H]1O)c1ccccc1 (stereo partly specified)	-8%	-14%	-19%	0.7	-1%	0%	-11%	-4	-17%
O=C(CNCC1CCCO1)Nc1ccc([N+](=O)[O-])cc1C(=O)Nc1ccccc1F (stereo unspecified)	-16%	-24%	1%	-2.8	-3%	8%	2%	8	14%
O=C1CN(C(=O)COC(=O)/C=C/c2ccc(S(=O)(=O)N3CCOCC3)cc2)c2ccccc2N1	-1%	10%	-1%	0.0	7%	-10%	-2%	-3	2%
Cc1ccc(NC(=O)c2nc[nH]c2C(=O)NC2CCN(C(=O)OC(C)(C)C)CC2)cc1	-8%	18%	-13%	0.6	2%	10%	-9%	-1	-14%
Cc1ccc(S(=O)(=O)N(C)CC(=O)NNC(=O)CCS(=O)(=O)c2ccccc2)cc1	-1%	13%	5%	0.5	4%	-2%	0%	2	-29%
Cc1ccc(SCC(=O)OCC(=O)NC(C)c2ccc(F)cc2)cc1 (stereo unspecified)	-12%	-5%	15%	3.0	-4%	1%	2%	-6	-16%
COc1ccc(C(=O)Nc2ccc(N3CCCC3)cc2)cc1	?	0%	9%	-2.9	4%	-9%	-15%	-25	?
CC1=CC2=NC(=O)/C(=C\c3cn(C)c4ccccc34)C(=N)N2O1	6%	21%	0%	0.6	-8%	5%	4%	-2	-1%
O=C(CCNC(=O)c1ccccc1)Nc1nc2ccccc2s1	-2%	-18%	0%	0.8	2%	1%	-2%	4	-8%
O=[N+]([O-])c1ccc(N/N=C/c2ccc[nH]2)cc1	12%	0%	-44%[inhibitor]	0.3	-36%[57.1 µM]	-5%	-3%	-14	12%
CNC(=O)C[C@@H]1C(=O)N(Cc2ccccc2)CC1(C)C	-9%	8%	10%	-0.1	-5%	12%	0%	-1	-33%
CCOc1ccc(CCNC(=O)c2nnn(CC(=O)Nc3ccccc3C)c2N)cc1OCC	-6%	-4%	3%	-2.6	-8%	-16%	-2%	1	22%
CCN(Cc1ccccc1)C(=O)CCS(=O)(=O)c1ccc2c(c1)NC(=O)CO2	21µM*	-3%	-1%	-1.4	0%	-4%	-4%	-10	-6%
COc1ccc(NS(=O)(=O)c2cc(NC(=O)C3CCCCC3)ccc2N2CCOCC2)cc1	-12%	?	1%	-0.1	2%	5%	1%	-9	15%
O=C(NCc1ccc2c(c1)OCO2)c1cccc([N+](=O)[O-])c1	-4%	-5%	9%	-0.1	-4%	-1%	5%	3	-13%
COc1cc(OC)c(NC(=O)CCNC(=O)Cn2cnc3ccccc3c2=O)cc1Cl	13µM*	-7%	-1%	-0.4	1%	3%	-5%	-17	-9%
O=S(=O)(Nc1ccccc1Br)c1cccs1	0%	2%	-2%	-0.2	-4%	1%	-1%	1	5%
O=C(CSc1nc2ccc([N+](=O)[O-])cc2[nH]1)NCCc1ccccc1	-13%	-13%	8%	-2.2	-8%	1%	3%	.	29%
CCOc1ccc(CCNC(=O)c2ccc3c(=O)n4c(nc3c2)CCCCC4)cc1	-3%	-14%	-19%	0.0	5%	-9%	15%	-7	?
O=C1c2ccccc2C(O)(Cc2ccccc2)N1CCCN1CCOCC1 (stereo unspecified)	-10%	5%	6%	-1.8	-4%	12%	-4%	.	-18%
C=CCCC(=O)N1C[C@H]2CON(C)[C@H]2C[C@H]1c1cccc(Br)c1	-7%	-22%	2%	0.1	-4%	5%	2%	4	-29%
Cc1cc2c(nn1)CCC/C2=N\O	-8%	-19%	-3%	-3.3	-10%	-1%	-7%	-2	.
COCCNC(=O)C1(C)CCN(Cc2ccc3ccccc3c2Br)C1 (stereo unspecified)	-19%	-14%	-21%	-0.4	-5%	-13%	0%	-10	-3%
CCC(=O)OC1(C)C(=O)C=C2C=C(CCCC(=O)OC)OC=C2C1=O (stereo unspecified)	?	?	-12%	-0.2	-16%[11.6 µM]	7%	?	?	37%
CC(C)n1ncc2c(C(=O)N3CCN(Cc4ccc(Cl)s4)CC3)cc(C3CC3)nc21	2%	-5%	10%	-4.7	-6%	4%	0%	5	.
O=C(NCc1cccs1)c1ccccc1	-1%	5%	22%	1.2	-2%	-8%	0%	-3	20%
Nc1ncnc(N2CCOCC2)c1N	-4%	5%	-11%	-2.1	9%	2%	-8%	3	-2%
Cc1nn(-c2ccccc2)c(=O)c2ccccc12	-1%	-16%	-4%	-1.1	-30%	3%	0%	1	0%
O=C(NCc1ccccc1)C12CN(Cc3ccccc3)CC1C(c1cccc([N+](=O)[O-])c1)=NO2 (stereo unspecified)	1%	8%	10%	-0.6	10%	-9%	-2%	3	?
CCc1ccc(NC(=O)N(C2CCC(C)CC2)C2CCN(C(C)=O)CC2)cc1 (stereo unspecified)	-9%	-16%	-6%	-2.7	-12%	9%	2%	.	-5%
Cc1ccc(Cc2c(-c3ccccc3)nc3c(Cl)cc(C(F)(F)F)cn23)cc1	-8%	2%	-24%	0.4	-10%	-7%	7%	0	-5%
CSCCC(NC(=O)c1ccccc1Br)C(=O)NCCCn1nc(C)cc1C (stereo unspecified)	2%	-16%	1%	0.6	-3%	5%	1%	-1	3%
C=CCn1c(SCC(=O)N(C)C2CCS(=O)(=O)C2)nnc1-c1ccccc1 (stereo unspecified)	-8%	-7%	1%	-0.7	2%	9%	-7%	1	32%
COC(=O)Cc1ccc(O)c(N)c1	9.5µM*	7%	-33%[inhibitor]	-2.4	-2%	8%	-2%	?	-5%
CCn1c(C)nnc1SCC(=O)Nc1ccccc1Cl	-3%	-9%	-3%	-0.3	6%	2%	0%	0	-24%
CC(C)N1C(=O)CCC1C(=O)NCc1ccc(F)cc1Cl (stereo unspecified)	-12%	2%	6%	-1.6	9%	7%	-3%	-4	11%
COc1ccc(C(=O)c2oc3ccccc3c2NC(C)=O)cc1	-9%	-7%	1%	0.5	-3%	-2%	-2%	9	-5%
CN(C(=O)c1ccc(NC(=O)Cc2cccc(NC(=O)C3CCN(C(=O)C4CCC4)CC3)c2)cc1)C1CC1	-7%	-13%	-8%	0.2	-3%	12%	-12%	-2	12%
